Compound activity: PubChem BioAssay, Sanford-Burnham Center for Chemical Genomics
PfG6PD inh: PfG6PD (Plasmodium falciparum) enzyme inhibition; inhibition, % at 20 µM; PfGluPho enzyme, NADPH resazurin-diaphorase fluorescence; AID 504690; 0.78% of 350,000 active;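 active means inhibition reaching at least a set limit at 20 µM in the primary screen, cut at about 59% in these data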;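 further: 0% = DMSO wells with substrate and 100% = DMSO wells lacking glucose-6-phosphate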
SENP8 block: blocks human SENP8 cleavage of Nedd8 substrate; Q96LD8; recombinant SENP8, Nedd8 substrate fluorescence; inhibition, % at 20 µM; 0.64% of 360,000 active; in the data active means inhibition mostly above about 40%, no sharp cut-off; inactive means mostly below about 27%
Target sequence (Q96LD8 whole entry, looked up): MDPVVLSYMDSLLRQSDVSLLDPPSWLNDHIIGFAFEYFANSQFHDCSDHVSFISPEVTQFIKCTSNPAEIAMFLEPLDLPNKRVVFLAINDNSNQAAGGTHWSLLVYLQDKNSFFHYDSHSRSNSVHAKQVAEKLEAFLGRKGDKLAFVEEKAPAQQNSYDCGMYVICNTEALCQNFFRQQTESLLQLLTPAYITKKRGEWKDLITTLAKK
NR3A LBD binder: modulates the human NR3A ligand-binding domain. NR3A LBD differential scanning fluorimetry, Tm shift; 0% = protein alone, 100% = glycine-bound protein. Tm shift relative to glycine control, % at 25 µM. 2.5% of 340,000 active;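 active means melting temperature shift of at least 10% of the positive control shift, at one fixed dose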
SENP1 inh: SENP1 (human) catalytic domain inhibition | Q9P0U3 | inhibition, % at 10 µM | 0.21% of 360,000 active | recombinant SENP1 catalytic domain, CyPet-SUMO1-YPet FRET cleavage;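 active means inhibition at least 30% at 10 µM, raw YFP signal under a set limit, fluorescence ratio 0.5 to 1.5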;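 further: 0% = enzyme with DMSO and 100% = no enzyme wells; some results filed as inactive read as strong as hits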
Target sequence (Q9P0U3 419-644 limits assumed): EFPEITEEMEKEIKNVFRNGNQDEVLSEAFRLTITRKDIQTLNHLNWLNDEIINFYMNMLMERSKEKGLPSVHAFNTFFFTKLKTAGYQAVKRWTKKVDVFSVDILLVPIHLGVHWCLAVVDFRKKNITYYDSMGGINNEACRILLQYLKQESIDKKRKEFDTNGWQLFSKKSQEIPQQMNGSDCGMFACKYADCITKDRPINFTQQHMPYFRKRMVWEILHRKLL
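system = hSENP1 catalytic domain, recombinant | reagent = SFCypet-SUMO1-SFYpet substrate at 25 nM | doses = one dose per compound, 10 µM, 0.5% DMSO | incubation = enzyme reaction for 50 min at room temperature, dark | measured by = FRET, CFP and YFP emission | controls = no-enzyme low, enzyme-DMSO high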
ATG4B inh: ATG4B (human) cysteine protease inhibition | ATG4B cleavage of LC3-PLA2, NBD-HPC fluorescence, 1 h | inhibition, % at 8.33 µM | 0.51% of 340,000 active | AID 504462; in the data active means inhibition above about 40%
MPTP inh: blocks calcium-induced mitochondrial swelling. isolated mouse mitochondria, Ca2+ swelling absorbance, 30 min. inhibition, % at 10 µM. 1.4% of 360,000 active. AID 602449;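 active means inhibition of 50% or more, scaled per plate between neutral and stimulator controls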;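 further: 0% = DMSO wells given calcium and 100% = 1 mM EGTA wells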
hIAP act: human IAP activation. P09923. purified human IAP, CDP-Star luminescence, 30 min; active compounds read high; 1 = vehicle-only enzyme, 0 = enzyme-free background. activation factor at 10 µM. 0.16% of 330,000 active;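 active means activation factor of the enzyme at least 2-fold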; further: the source names both 10 and 20 µM as test concentration; values of inactives mirror those of a sister screen read the other way
SENP6 block: inhibitors of human SENP6 protease | Recombinant SENP6 catalytic domain, aminoluciferin luminescence | inhibition, % at 10 µM | 1.8% of 330,000 active | Q9GZR1 | AID 2599;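 active means inhibition above about 50% at the single tested dose, limit read from the data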;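 further: plate controls were DMSO wells with enzyme for no effect and DMSO wells lacking enzyme for full effect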
Target sequence (Q9GZR1 628-1112 limits assumed): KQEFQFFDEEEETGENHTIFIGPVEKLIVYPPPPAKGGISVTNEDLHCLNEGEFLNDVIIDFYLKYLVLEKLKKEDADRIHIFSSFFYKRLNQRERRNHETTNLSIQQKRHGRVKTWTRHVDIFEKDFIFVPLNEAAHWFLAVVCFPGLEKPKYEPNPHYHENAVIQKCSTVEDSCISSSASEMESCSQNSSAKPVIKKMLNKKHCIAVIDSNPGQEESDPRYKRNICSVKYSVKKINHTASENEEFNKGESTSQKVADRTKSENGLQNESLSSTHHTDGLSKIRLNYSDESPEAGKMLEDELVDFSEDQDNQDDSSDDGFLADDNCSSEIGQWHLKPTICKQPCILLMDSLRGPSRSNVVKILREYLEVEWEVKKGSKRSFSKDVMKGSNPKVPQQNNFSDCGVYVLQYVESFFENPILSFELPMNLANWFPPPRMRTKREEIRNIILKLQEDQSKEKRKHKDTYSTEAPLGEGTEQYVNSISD
The depositor's hits bear a star; · = no result given.

SMILES	PfG6PD inh	SENP8 block	NR3A LBD binder	SENP1 inh	ATG4B inh	MPTP inh	hIAP act	SENP6 block
Cc1ccsc1C(=O)N1CCCC(CCC(=O)NCc2ccc(F)c(F)c2)C1 (configuration not stated)	2.1	25.1	-1.7	1.4	-3.8	2.6	1.05	-1.7
Cc1ccc(SCCNC(=O)c2ccc(C)c([N+](=O)[O-])c2)cc1	12.0	16.5	-7.7	-3.0	12.4	0.4	1.06	-30.8
COc1ccc(/C=C2\SC(=S)N(CCC(=O)N3CCOCC3)C2=O)cc1	4.1	18.7	2.5	-21.1	-1.8	-0.1	1.23	-17.2
C(=N\N1CCN(Cc2ccccc2)CC1)/c1ccccc1	9.9	23.2	0.8	2.8	-5.8	0.2	1	-4.7
O=C(/C=C/c1cccc([N+](=O)[O-])c1)NCc1ccco1	-5.9	8.7	1.4	2.2	-1.6	-2.0	0.97	-8.8
Cc1cn(CC(=O)NCCc2ccccn2)c(=O)[nH]c1=O	11.3	11.0	0.2	-1.3	·	-0.2	·	·
Cc1cc(C)n(-c2ccc(NC(=O)C3CCCCN3C(=O)c3ccc(C)s3)cc2)n1 (configuration not stated)	-2.8	-5.8	1.5	2.9	22.0	0.8	1.16	-14.1
COc1ccccc1NC(=S)NCc1ccc(Cl)cc1	3.6	15.2	-2.2	1.3	1.1	2.0	0.853	15.9
O=C1NC(c2cccc(Cl)c2)Nc2ccccc21 (configuration not stated)	-7.2	-427.5	-1.0	-0.4	9.5	1.3	0.992	-21.6
Cc1ccc(C(=O)COC(=O)c2cc(Cl)nc3ccccc23)cc1C	10.2	-35.8	-0.9	3.6	8.9	3.1	1.02	-1.1
CCCc1cc(=O)[nH]c(SCC(=O)NC(=O)NC2CCCC2)n1	-4.3	7.2	-1.6	-0.2	-5.4	16.1	0.835	10.7
Cc1cc(N2C(=O)C(O)=C(C(=O)c3cccs3)C2c2ccccc2)no1 (configuration not stated)	3.2	-2.3	0.2	-24.1	-1.6	2.7	1.06	-1.7
O=C(N/N=C/c1ccccc1[N+](=O)[O-])c1ccc2c(c1)OCCO2	16.8	-41.8	-1.3	-1.5	-6.8	2.1	0.912	71.5*
CCOC(=O)c1cc(S(=O)(=O)Nc2ccc(F)cc2F)cn1C	-1.6	8.6	-0.2	0.1	0.1	-0.2	1.21	17.9
COc1ccc(-n2ncc3c(Nc4cccc(C)c4)ncnc32)cc1	11.1	-102.0	28.6*	1.6	-7.8	2.5	1.24	-17.3
CC1=C2C3OC(=O)C(C)C3CCC2(C)C=CC1=NO (configuration not stated)	1.7	2.9	2.0	1.3	-9.7	-1.2	·	·
O=C(NNC(=O)c1ccc(Br)s1)c1cccc(Cl)c1	0.1	20.2	-1.3	2.8	-1.7	1.4	0.941	-6.9
O=C(CN(C(=O)CNC(=O)c1ccco1)c1ccc(F)c(Cl)c1)NC1CCCCC1	0.6	7.3	-1.7	1.7	-8.8	8.0	1.13	-13.6
Cc1cc(C(=O)N2CCC(Cc3ccccc3)CC2)ccc1[N+](=O)[O-]	0.3	8.6	4.8	3.1	10.7	-0.8	1.11	-9.4
CN(C)CCNC(=O)c1c(NC(=O)c2ccccc2)sc2c1CCCC2	28.8	-200.5	-3.0	-3.6	0.7	-3.4	0.897	11.7
C=C(C)c1cccc(C(C)(C)NC(=O)N2CCC(C(N)=O)CC2)c1	-6.0	2.8	-1.8	2.4	1.0	1.2	1.08	-3.1
Cc1ccccc1-c1nc(-c2ccc(NC(=O)c3cccs3)cc2)no1	-9.6	-25.2	42.4*	0.7	10.7	7.0	1.01	27.8
CC(=O)Oc1ccc2c(=O)oc(-c3ccc([N+](=O)[O-])cc3)nc2c1	6.1	6.0	-5.7	4.7	-0.8	-1.1	0.942	32.4
CC1CCN(C(=O)/C(=C\c2ccccc2)NC(=O)c2ccccc2)CC1	-21.1	2.7	0.2	2.4	-4.7	-0.3	0.92	10.3

Arranged by count of non-hydrogen atoms (falling): part of the list above
SMILES	PfG6PD inh	SENP8 block	NR3A LBD binder	SENP1 inh	ATG4B inh	MPTP inh	hIAP act	SENP6 block
O=C(CN(C(=O)CNC(=O)c1ccco1)c1ccc(F)c(Cl)c1)NC1CCCCC1	0.6	7.3	-1.7	1.7	-8.8	8.0	1.13	-13.6
Cc1ccccc1-c1nc(-c2ccc(NC(=O)c3cccs3)cc2)no1	-9.6	-25.2	42.4*	0.7	10.7	7.0	1.01	27.8
O=C(N/N=C/c1ccccc1[N+](=O)[O-])c1ccc2c(c1)OCCO2	16.8	-41.8	-1.3	-1.5	-6.8	2.1	0.912	71.5*
CCOC(=O)c1cc(S(=O)(=O)Nc2ccc(F)cc2F)cn1C	-1.6	8.6	-0.2	0.1	0.1	-0.2	1.21	17.9
CC1=C2C3OC(=O)C(C)C3CCC2(C)C=CC1=NO (configuration not stated)	1.7	2.9	2.0	1.3	-9.7	-1.2	·	·

(next part)
SMILES	PfG6PD inh	SENP8 block	NR3A LBD binder	SENP1 inh	ATG4B inh	MPTP inh	hIAP act	SENP6 block
O=C(COC(=O)c1c(F)cccc1F)c1ccc[nH]1	-16.6	·	-0.9	·	-0.3	·	1.09	-0.1
CCOC(=O)c1c(C)n(CCNC(C)=O)c2ccc(OC)cc12	3.0	13.7	0.8	2.6	-7.5	-5.3	0.84	-3.9
CC(=O)N1c2ccc(S(=O)(=O)NCCC(=O)Nc3ccc(F)cc3)cc2CC1C (configuration not stated)	-6.9	10.7	-2.6	14.7	-6.6	-0.3	0.971	-4.3
CCn1c(=O)c2c(nc(SCC(=O)Nc3ccccc3)n2C)n(C)c1=O	20.9	16.5	-0.2	0.5	-5.4	0.8	0.964	6.6
O=C(C1CC(=O)N(C2CCCC2)C1)N1CCN(c2cccc(C(F)(F)F)c2)CC1 (configuration not stated)	-1.0	9.6	0.4	2.0	-13.8	-0.6	0.97	1.2
CCOC(=O)N(CC)OC(=O)Nc1ccc(Cl)cc1	-6.6	5.9	-1.4	-0.2	1.1	57.4*	1.02	-3.8
O=C(Nc1ccccc1Cl)Nc1cccnc1Cl	-3.1	10.0	18.7*	3.7	-6.0	-1.4	1.08	-22.5
CCOC(=O)c1cc2sccc2n1CC(=O)OC	7.8	12.8	3.9	-0.3	-3.2	0.2	1	-6.4
CCN(CC)C(=O)[C@H]1CC(CC(=O)NCCC2=CCCCC2)C(=O)N2CCc3c([nH]c4ccccc34)[C@]12C (some centres not stated)	10.9	5.7	3.9	0.6	·	-0.2	1.27	-16.1
C[C@H]1CN([C@@H](C)CO)C(=O)c2cc(Br)cnc2O[C@H]1CN(C)C(=O)c1cccnc1	-3.5	-1.8	·	0.8	·	-1.7	·	·
Cc1c(NC(=O)COc2cccc(Br)c2)c(=O)n(-c2ccccc2)n1C	-2.4	6.2	-0.3	2.3	-4.7	-0.6	1.02	-11.8
Cc1c(NC(=O)c2ccccc2F)c(=O)n(-c2ccccc2)n1C	-8.1	25.9	-0.8	0.8	5.0	0.0	1.03	4.1
COc1ccc(C(=O)C2CCN(C(=O)c3ccc(F)cc3)CC2)cc1	-5.7	1.0	0.7	-0.9	0.7	0.2	0.95	5.3
Cc1ccc(CNC(=O)CCNS(=O)(=O)c2ccc(C)cc2)cc1	0.1	15.6	1.3	0.6	-10.7	-0.7	1.12	-15.8
CCN(CC)C(=O)CC(c1ccc(OC)cc1)c1c(OC)cc(OC)c2ccc(=O)oc12 (configuration not stated)	-5.8	-493.9	-5.7	-7.5	-10.1	1.0	0.881	-12.5
CCc1cc2cc(C)cc(C)c2nc1SCC(=O)NNC(=O)c1ccco1	10.1	4.3	0.5	3.3	12.2	2.8	1.73	-26.3
Oc1c(Br)cc(Br)cc1/C=N/N1CCN(Cc2ccccc2)CC1	5.1	-5.1	-1.2	-21.0	3.1	9.2	·	·
CC(=O)c1ccc(N2Cc3ccccc3C2=NC(=O)c2cccs2)cc1	5.5	-72.3	8.2	-4.2	-12.1	1.7	0.871	47.1
COc1ccc(C2=NN(C(C#N)c3ccc(OC)c(OC)c3)C(c3ccccc3)C2)cc1 (configuration not stated)	14.6	-1.8	-37.6	-19.3	-11.8	0.1	1.33	74.6*
Cc1ccc(S(=O)(=O)N2CCCC2C(=O)OCc2ccccc2)cc1 (configuration not stated)	-4.3	16.5	-0.1	2.5	-2.4	-0.4	0.993	-7.3
O=C(NC(=S)N1CCN(c2ccc([N+](=O)[O-])cc2)CC1)c1ccccc1	7.9	19.0	-3.0	-5.3	-0.6	0.3	0.821	-9.8
O=C1C=CC(=Nc2ccc3c(c2)Cc2ccccc2-3)O1	4.5	-9.8	0.8	-1.0	-7.5	-1.9	·	·
Cc1ccc(Cn2ccc(C3CC3)n2)cc1	-5.0	21.5	1.4	1.7	-21.6	-1.6	0.889	-13.6
NCCCC[C@@H]1NC(=O)c2cc([N+](=O)[O-])cc(I)c2SC[C@@H](C(N)=O)NC(=O)[C@H](CCC(N)=O)NC1=O	-0.6	27.8	-0.3	-3.1	2.8	-0.4	1.03	-7.5
CCN(C(=O)CSc1nnc(C)n1-c1ccccc1)C1CCS(=O)(=O)C1 (configuration not stated)	14.4	31.8	0.2	1.3	3.8	1.6	1.01	-26.9
O=C(Cn1cnc([N+](=O)[O-])n1)N/N=C/c1cccc2ccccc12	26.3	19.9	-6.3	2.8	-17.6	4.1	0.984	21.9
Cc1cccn2c(=O)c3cc(C(=O)N4CCOCC4)n(C)c3nc12	12.8	-413.0	-2.6	-13.3	5.6	-0.4	1.13	4.1
c1ccc2sc(SCSc3nc4ccccc4s3)nc2c1	19.8	17.8	-1.7	0.5	-1.7	1.3	1.05	-3.8
CCN(CC)S(=O)(=O)c1cc(NC(=O)COC(=O)CCC(=O)c2cccs2)ccc1C	7.6	-5.4	-1.0	5.0	-18.3	0.0	0.88	-3.1
O=C(c1ccc(OC2CCN(Cc3ccccn3)CC2)cc1)N1CCC[C@H]1CO	-11.0	4.8	1.5	-6.4	0.8	-0.9	1.13	-27.0
CCC(C)NC(=O)c1oc2ccc(S(=O)(=O)N3CCC4(CC3)OCCO4)cc2c1C (configuration not stated)	-3.6	2.2	1.1	1.6	0.9	0.0	0.796	-9.8
CC1CN(S(=O)(=O)c2cccc(C(=O)Nc3cc(Cl)ccc3N3CCOCC3)c2)CC(C)O1 (configuration not stated)	12.3	-10.7	-2.7	2.7	-2.9	-1.8	1.03	-11.5
COc1ccc(Cn2c(=O)[nH]c3cc(C(=O)N4CCN(c5ccccn5)CC4)ccc3c2=O)cc1	3.5	-5.2	-2.1	0.7	-1.4	4.6	0.939	-0.4
COc1ccc(/C=N/S(=O)(=O)CCc2ccccc2)c(OC)c1	-3.2	17.9	-3.5	1.8	38.2	1.8	1.06	-13.2
CC(=O)c1ccc(S(=O)(=O)N(C)CC(=O)N2CCCCCC2)cc1	14.9	13.3	0.5	0.7	4.9	-1.3	1.01	-18.1
O=C(O)c1cccc(Cn2c(Cl)c(/C=N/NC(=O)c3ccccc3O)sc2=O)c1	-27.0	-329.8	0.8	-5.4	2.3	-3.1	0.983	0.4
CC1NC(=O)c2cc3ccccc3cc2-n2c1nc1cc(F)ccc1c2=O (configuration not stated)	-8.4	3.4	·	-1.1	·	-0.2	·	·
CCOc1ccccc1N(CC(=O)NC1CCCC1)S(=O)(=O)c1ccc(C)cc1	1.2	7.2	1.0	-0.4	-4.2	-0.9	1.07	-8.7
CCN(CC(=O)Nc1ccc(OC)cc1)CC(=O)Nc1ccc2c(c1)OCO2	26.7	6.7	0.5	-1.5	-0.6	0.0	1.1	12.2
CCc1cccc(Nc2c([N+](=O)[O-])cc(C(=O)N3CC(=O)Nc4ccccc43)cc2[N+](=O)[O-])c1	-3.1	18.1	-6.6	0.6	-6.8	1.3	0.87	-10.8
Cc1ccc(NC(=O)N/C=C/c2ccco2)cc1C	4.4	-3.9	-2.6	-9.2	6.3	1.2	1.19	11.0
Cn1c(N)c(C(=O)NCc2ccccc2)sc1=S	39.4	-15.6	5.3	-25.4	14.0	3.3	1.12	-3.0
